Bioassay records deposited in PubChem BioAssay by National Center for Advancing Translational Sciences (NCATS).
RGS4 inh: Inhibitors of Regulator of G Protein Signaling (RGS) 4: qHTS. Transcreener GDP fluorescence polarization, RGS4-accelerated GTP hydrolysis. Potency, µM (titrated, usually from 114 µM), without a hit: at the highest dose activity change, negative = inhibition, hits mostly inhibitors. 0.039% of 390,000 active. AID 504845, 2011; further: potency means the concentration at half of the fitted maximal effect; on the % scale 0 is the no-effect control and ±100 the full control effect; nearly all actives have a fitted effect of over 75% in size; some results filed as inactive show a strong effect at the top dose
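MLSMR compounds (23 nl, pin-transferred) preincubated 10 min at room temperature with a 500nM (2x) first reagent, then RGS4 at 900nM (2x) plus Transcreener GDP mix added; fluorescence polarization (620/688 nm) read before and after 90 min at 30 °C.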
LDHA inh: qHTS assay for inhibitors of human lactate dehydrogenase; L-lactate dehydrogenase A chain (Homo sapiens), P00338; purified LDHA, NADH/diaphorase-resazurin fluorescence; hits give low values; activity change, % (values are at about 110 or 230 µM); 0.15% of 480,000 active; AID 1347041, 2019; in the data active means activity change below about -30%; inconclusive means mostly about -25% to -30%;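 further: plate controls were DMSO wells for no effect and wells without enzyme for full effect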
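Remaining NADH was detected by diaphorase (0.133 mg/mL) converting 37 µM resazurin to fluorescent resorufin, read at 0 and 20 minutes. The preceding 5-minute room-temperature reaction used 2 nM LDHA, 0.2 mM sodium pyruvate and 0.06 mM NADH at pH 7.4.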
Vif-APOBEC3F blk: qHTS for Inhibitors of Vif-A3F Interactions: qHTS. HeLa A3F-eYFP + Vif (tagged APOBEC3F with the HIV-1 protein that degrades it), YFP fluorescence increase. Potency, µM (doses to about 46.1 µM), for the others: top-dose activity, negative = active. 0.2% of 390,000 active; further: potency means the concentration at half of the fitted maximal effect; % of control where 0% means no effect; nearly all actives have a fitted effect of over 65% in size
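HeLa cells stably expressing A3F-eYFP plus Vif, plated and incubated overnight at 37 deg C, then exposed to compounds overnight at 37 deg C. Blocked degradation read as raised yellow fluorescence (Ex 488/Em 500-530).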
Glioma ERSR ind: qHTS for Inducers of the Endoplasmic Reticulum Stress Response (ERSR) in Human Glioma: qHTS; AID 602332, 2012; U87-MG GRP78 promoter luciferase reporter, 16 h; Potency, µM, without a hit: top-dose activation, most hits filed as activators; 0.02% of 420,000 active; further: potency means the concentration at half of the fitted maximal effect; series mostly up to about 76 µM; % of control where 0% means no effect; nearly all actives have a fitted effect of over 35% in size
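Stably transfected U87-MG glioma cells carrying a GRP78-based luciferase sensor; 16 h compound incubation. Luminescence end-point read 10 min after Bright-Glo addition at room temperature.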
rTrxR1 inhibitor: qHTS Assay for Inhibitors of Mammalian Selenoprotein Thioredoxin Reductase 1 (TrxR1): qHTS; Thioredoxin reductase 1, cytoplasmic (Rattus norvegicus), O89049; recombinant rTrxR1, NADPH fluorescence consumption, selenite substrate; Potency, µM (doses to about 114 µM), for inactives: at the highest dose activity change, negative = inhibition, most hits filed as inhibitors; 1% of 390,000 active; further: potency means the concentration at half of the fitted maximal effect; on the % scale 0 is the no-effect control and ±100 the full control effect; nearly all actives have a fitted effect of over 65% in size
Target sequence (O89049 whole entry, looked up): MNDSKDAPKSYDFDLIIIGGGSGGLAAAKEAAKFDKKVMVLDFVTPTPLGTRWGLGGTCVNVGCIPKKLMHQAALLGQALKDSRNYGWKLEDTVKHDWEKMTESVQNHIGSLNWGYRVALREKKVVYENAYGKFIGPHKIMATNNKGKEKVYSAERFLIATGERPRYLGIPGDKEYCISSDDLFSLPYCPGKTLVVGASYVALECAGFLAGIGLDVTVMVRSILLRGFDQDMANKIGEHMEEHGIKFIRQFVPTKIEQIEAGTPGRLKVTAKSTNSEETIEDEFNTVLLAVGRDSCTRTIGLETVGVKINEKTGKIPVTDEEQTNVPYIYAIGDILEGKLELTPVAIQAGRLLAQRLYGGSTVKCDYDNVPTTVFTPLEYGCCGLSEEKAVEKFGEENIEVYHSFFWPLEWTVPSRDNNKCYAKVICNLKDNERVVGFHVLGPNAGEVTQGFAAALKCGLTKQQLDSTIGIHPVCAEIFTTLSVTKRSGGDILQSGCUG
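Rat TrxR1 (90 nM in the dispensed reagent) was pre-reduced with 400 uM NADPH for 5 min at room temperature, then incubated with compound for 15 min. After 400 uM selenite was added, NADPH fluorescence (Ex 340/Em 450 nm) was followed for 8 min.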
USP1 inh: Inhibitors of USP1/UAF1: Primary Screen; Ubiquitin carboxyl-terminal hydrolase 1 (Homo sapiens), O94782; recombinant USP1/UAF1, Ub-Rhodamine cleavage fluorescence; Potency, µM (highest dose often 57.1 µM), for the others: at the highest dose activity change, negative = inhibition, usual class: inhibitors; 0.23% of 390,000 active; further: potency means the concentration at half of the fitted maximal effect; on the % scale 0 is the no-effect control and ±100 the full control effect; nearly all actives have a fitted effect of over 60% in size; inactives centre near -12
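1 nM enzyme complex + cpd, 15 min RT; start with Ub-Rho 150nM final; kinetic fluorescence ex 480/em 540, 6 reads q60 s. Buffer 50mM HEPES pH 7.8, 0.5mM EDTA, 0.1 mg/ml BSA, 1mM TCEP, 0.01% Tween-20.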
mIDH1 inhibitor: qHTS for Inhibitors of mutant isocitrate dehydrogenase 1 (IDH1): qHTS. Isocitrate dehydrogenase [NADP] cytoplasmic (Homo sapiens), O75874. IDH1-R132H enzyme, NADPH consumption, diaphorase/resazurin fluorescence. Potency, µM (highest dose often 76.6 µM), for the others: at the top dose activity change, negative = inhibition, most hits filed as inhibitors. 0.093% of 390,000 active; further: potency means the concentration at half of the fitted maximal effect; on the % scale 0 is the no-effect control and ±100 the full control effect; nearly all actives have a fitted effect of over 65% in size
Target sequence (O75874 whole entry R132H, stated change not applied): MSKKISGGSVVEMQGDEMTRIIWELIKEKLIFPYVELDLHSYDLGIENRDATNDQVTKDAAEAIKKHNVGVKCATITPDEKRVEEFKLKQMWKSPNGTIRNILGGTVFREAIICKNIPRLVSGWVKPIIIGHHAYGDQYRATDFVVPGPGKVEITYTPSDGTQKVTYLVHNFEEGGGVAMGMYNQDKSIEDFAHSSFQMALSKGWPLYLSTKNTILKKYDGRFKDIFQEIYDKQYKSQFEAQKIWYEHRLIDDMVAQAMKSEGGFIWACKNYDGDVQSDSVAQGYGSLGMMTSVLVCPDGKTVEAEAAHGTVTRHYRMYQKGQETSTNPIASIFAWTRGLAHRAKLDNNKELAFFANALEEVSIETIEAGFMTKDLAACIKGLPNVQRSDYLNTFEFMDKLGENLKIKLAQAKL
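IDH1-R132H (0.5 ug/mL) preincubated 30 min with compound, then NADPH (0.016 mM) and alpha-KG (2 mM) added; 80 min at RT, pH 7.5. Remaining NADPH coupled via diaphorase/resazurin to fluorescence (540/590 nm); concentration-response curves normalized to no-enzyme control.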
Vif-APOBEC3G blk: qHTS for Inhibitors of Vif-A3G Interactions: qHTS | DNA dC->dU-editing enzyme APOBEC-3G (Homo sapiens), Q9HC16 | HeLa A3G-eYFP + Vif (tagged APOBEC3G with the HIV-1 protein that degrades it), YFP fluorescence, overnight | Potency, µM (titrated, usually from 46.1 µM), without a hit: top-dose activity, negative = active, hits mostly inhibitors | 0.076% of 410,000 active | AID 602310, 2012;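 further: potency means the concentration at half of the fitted maximal effect; on the % scale 0 is the no-effect control and ±100 the full control effect; nearly all actives have a fitted effect of over 60% in size; hits raise eYFP signal because A3G escapes Vif-driven loss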
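HeLa cells stably expressing Vif and C-terminally eYFP-tagged A3G, seeded overnight at 37 deg C, then exposed to compound by pintool overnight at 37 deg C. Rise in yellow fluorescence (Ex 488/Em 500-530, Acumen) marks blocked Vif-driven A3G degradation.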
TrxR1 substrate: qHTS Assay for Substrates of Mammalian Selenoprotein Thioredoxin Reductase 1 (TrxR1): qHTS. Thioredoxin reductase 1, cytoplasmic (Rattus norvegicus), O89049. purified TrxR1 substrate turnover, NADPH consumption readout. Potency, µM (doses to about 114 µM), for the others: at the highest dose activity change, negative = substrate turnover. 0.01% of 390,000 active. AID 588456, 2011; further: potency means the concentration at half of the fitted maximal effect; on the % scale 0 is the no-effect control and ±100 the full control effect; nearly all actives have a fitted effect of over 50% in size
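Rat TrxR1, dispensed at 90 nM, was prereduced with 400 uM NADPH (final) for 5 min at ~22 deg C, then incubated with compound 15 min before 400 uM selenite. A first-read NADPH fluorescence drop versus no-compound background flagged substrates.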
Starred values were filed as active, the others as inactive; u = inconclusive; x = not tested or not shown; [ ] = another dose, or the depositor's remark. Unless noted, the call rests on the fitted dose curve; in most records, active means well fitted curve in the direction sought with a large enough effect; inconclusive means small, poorly fitted or top-dose-only effect, or another doubt; inactive means no such curve, though single readings can be large; an effect the other way counts as inactive or inconclusive.

SMILES	RGS4 inh	LDHA inh	Vif-APOBEC3F blk	Glioma ERSR ind	rTrxR1 inhibitor	USP1 inh	mIDH1 inhibitor	Vif-APOBEC3G blk	TrxR1 substrate
Cc1ccsc1C(=O)C1CCCN(Cc2cc(F)ccc2-n2cccn2)C1 (stereo not drawn)	7%	-4	11%	-7%	13%[57.1 µM]	-6%	5%	-3%	8%[57.1 µM]
O=C(/C=C/Nc1ccc(Oc2ccccc2Cl)cc1)c1ccco1	-4%	7	-1%	6%	-12%	-14%	12%	-20%	-4%
CCOC(=O)c1ccc(NC(=O)c2cc3c([nH]c2=O)CC(c2ccccc2)CC3=O)cc1 (stereo not drawn)	18%	3	-1%	-2%	15%[57.1 µM]	-16%	-12%	-3%	3%[57.1 µM]
CC(=O)NC(CCS(C)(=O)=O)C(=O)Nc1ccccc1 (stereo not drawn)	-1%	-5	-2%	11%	8%[57.1 µM]	-12%	2%	-2%	3%[57.1 µM]
Cc1ccc(C)c(N2CCN(C(=O)CN3C(=O)CSc4c3c(C)nn4-c3ccccc3)CC2)c1	-3%	-3	9%	-1%	0%[57.1 µM]	-20%	-16%	6%	-2%[57.1 µM]
COc1ccccc1-n1c(N)c(C(N)=O)sc1=S	-25%	2	-39%	-1%	-16%	-4%	-1%	2%	-9%
CC(=O)N1CCN(c2ccccc2NC(=O)c2cc(Br)ccc2Cl)CC1	-14%	4	-9%	-4%	11%[57.1 µM]	-10%	10%	-7%	-6%[57.1 µM]
Cc1c(NC(=O)c2cnn3c2NC(c2ccco2)CC3C(F)(F)F)c(=O)n(-c2ccccc2)n1C (stereo not drawn)	17%	-6	-5%	1%	22%[57.1 µM]	4%	6%	0%	11%[57.1 µM]
Cc1ccc(S(=O)(=O)NCc2ccccc2)cc1C(=O)NCC(=O)Nc1c(C)cccc1C	x	-1	0%	-4%	x	-23%	8%	2%	x
CC(=O)OC1C(N2CCCCC2)c2c(ccc(/C=C/C(=O)N3CCCCC3)c2O)OC1(C)C (stereo not drawn)	15%	-9	-17%	3%	14%[57.1 µM]	-9%	8%	-5%	4%[57.1 µM]
O=C(c1cn(Cc2ccccc2)nc1-c1ccccc1)N1CCN(c2ccccn2)CC1	4%	-3	-4%	-2%	11%	-12%	7%	-23%	4%
CC(=O)c1cccc(OCC(=O)Nc2cc(Cl)ccc2-n2cncn2)c1	-35%	7	0%	-4%	10%[57.1 µM]	-25%	14%	-1%	4%[57.1 µM]
Cc1ccc(-c2nnc(N(C)C(=O)C3CCCO3)s2)cn1 (stereo not drawn)	-16%	-4	-7%	1%	2%	-18%	2%	2%	3%
Cn1c(=O)[nH]c(=O)c2c1nc(N1CCCCC1)n2CCCSc1nnnn1-c1ccccc1	-21%	-2	-8%	-3%	-6%	-3%	3%	-1%	-3%
N#CC(c1ccc(O)cc1)c1ncc(C(F)(F)F)cc1Cl (stereo not drawn)	18%	0	-9%	-1%	15%	-18%	3%	0%	-6%
CO/N=C/c1ccc(Oc2ccc(C)cc2)nc1	22%	-3	-16%	u	-1%[57.1 µM]	3%	2%	1%	2%
COC(=O)[C@H](C)NC(=O)NC1CCCc2ccccc21 (stereo partly drawn)	6%	11	-10%	-2%	26%	0%	10%	2%	8%
C(=Nn1cnnc1)c1ccc2c(c1)CCC2	x	-9	1%	2%	x	-18%	-7%	-15%	x
COc1cc(/C=N/N2C(C)CCCC2C)cc(OC)c1O (stereo not drawn)	u	9	-2%	-4%	-6%	-19%	-4%	-1%	-3%
O=C(Nc1ccccc1N1CCCC1)c1ccc2ccccc2c1	-4%	-6	8%	-4%	19%	-14%	-3%	1%	-1%
CN(C(=O)c1cccc(NC(=O)Cc2ccc(NC(=O)C3CCCN(C(=O)CCc4ccccc4)C3)cc2)c1)C1CCCCC1 (stereo not drawn)	-4%	-9	6%	-1%	10%	-26%	0%[38.3 µM]	2%	-1%
Cc1ccccc1NS(=O)(=O)c1ccc(OCC(=O)NCc2ccco2)cc1	8%	-10	2%	-4%	6%[57.1 µM]	-1%	3%	-2%	7%[57.1 µM]
COc1ccccc1S(=O)(=O)NCc1ccc(C(=O)NC(C)c2ccccn2)cc1 (stereo not drawn)	21%	-10	10%	-2%	11%	-8%	4%	1%	1%
O=C(NCc1ccc2c(c1)OCO2)C1CCC(CNc2c(N3CCCCC3)c(=O)c2=O)CC1 (stereo not drawn)	-14%	-3	0%	-4%	9%	-17%	8%	3%	-3%
COc1ccc(C(=O)C2CCCN(C(=O)c3c4c(nn3C)CCCC4)C2)cc1F (stereo not drawn)	12%	-5	5%	3%	11%[57.1 µM]	1%	-11%	-2%	-6%[57.1 µM]
Cc1cccc(-n2c(C)cc(/C=N\NC(=O)c3ccco3)c2C)c1	4%	-2	-6%	0%	-21%	-8%	-3%	-3%	-12%
Cc1nnc(NCc2ccco2)s1	-15%	-2	-7%	-4%	11%	-5%	0%	-4%	3%
CCN(CC)CCn1c2c(c(SCC(=O)NCc3ccccc3)nc1=O)CCC2	13%	-6	1%	0%	-3%	-10%	0%	2%	-5%
Cc1cc(C)n(C(C)CC(=O)NCc2ccc(N(C)C)cc2)n1 (stereo not drawn)	-14%	-2	0%	-3%	9%[57.1 µM]	3%	4%	8%	-4%[57.1 µM]
CCCOc1ccc(N2C(=O)CC(NCc3cccnc3)C2=O)cc1 (stereo not drawn)	7%	-1	-16%	0%	0%[57.1 µM]	-7%	-11%	0%	-3%[57.1 µM]
O=C(O)c1cccc(NC(=S)NC(=O)c2ccc(-c3ccccc3)cc2)c1	-12%	0	2%	-1%	-5%[57.1 µM]	-10%	3%	-1%	0%[57.1 µM]
Cc1ccc(NC(=O)CCC(=O)OCc2ccc(Br)cc2)cc1	u	0	6%	-4%	-3%[57.1 µM]	-12%	8%	1%	-3%[57.1 µM]
CCN1CCN(Cc2nnc(-c3ccc(C)cc3)o2)CC1	40%	-8	2%	1%	18%	-4%	4%	1%	1%
O=C(CNC(=O)C1CCCCC1)NCc1ccco1	7%	-1	10%	0%	-14%	-11%	-8%	5%	3%
Cc1ccccc1C(=O)NN1C(=O)CSC1=S	-15%	-1	u	-4%	-14%	-4%	3%	0%	-7%
O=C(O)c1cccc(N=NN2CCCCCC2)c1	-9%	-7	7%	-12%	9%[57.1 µM]	-11%	2%	-2%	6%[57.1 µM]
O=C(COc1coc(CN2CCN(c3ccccc3)CC2)cc1=O)Nc1cccc(F)c1	-27%	0	-1%	-4%	-1%	-9%	3%	-1%	-3%
COc1ccccc1CNc1nc2nc(C)c(Cl)c(=O)n2[nH]1	-12%	-2	13%	-2%	13%	-16%	13%	-1%	0%
CCOc1ccc(NC(=O)Cc2c(C(=O)O)n(C)c3ccccc23)cc1	4%	-2	7%	-1%	14%[57.1 µM]	-3%	6%	1%	8%[57.1 µM]
O=c1[nH]cnc2scc(-c3ccc(Br)cc3)c12	-13%	-6	-5%	2%	30%	-15%	6%	0%	3%
Cc1cnc(C(=O)OCC(=O)N(Cc2ccccc2)C(C)C)cn1	-11%	-1	3%	-1%	8%[57.1 µM]	-23%	0%	-1%	0%[57.1 µM]
COc1ccc(OC)c(Cc2nnc(CCC(=O)NCc3ccc(C)s3)o2)c1	-9%	1	-12%	-1%	-4%	-13%	5%	2%	3%
O=S(=O)(c1ccc(F)cc1)N1CCCN(Cc2c(F)cccc2F)CC1	-9%	-6	0%	-3%	21%[57.1 µM]	-4%	2%	0%	10%[57.1 µM]
Cc1ccc(Sc2oc(/C=N/n3cnnc3)cc2Br)cc1	-26%	-6	-4%	-3%	14%	-8%	3%	-8%	14%
O=C(/C(Cl)=C/Nc1ccc(Br)cn1)C(F)(F)F	-6%	-4	-1%	4%	-3%[57.1 µM]	-11%	12%	0%	-5%[57.1 µM]

Quoted from above, 2 compounds:
SMILES	RGS4 inh	LDHA inh	Vif-APOBEC3F blk	Glioma ERSR ind	rTrxR1 inhibitor	USP1 inh	mIDH1 inhibitor	Vif-APOBEC3G blk	TrxR1 substrate
Cc1cnc(C(=O)OCC(=O)N(Cc2ccccc2)C(C)C)cn1	-11%	-1	3%	-1%	8%[57.1 µM]	-23%	0%	-1%	0%[57.1 µM]
COc1ccc(OC)c(Cc2nnc(CCC(=O)NCc3ccc(C)s3)o2)c1	-9%	1	-12%	-1%	-4%	-13%	5%	2%	3%

A portion of the library. The share of hits here may be higher or lower than overall.
